# Keap1-Nrf2 PPI = inhibitors of human Keap1-Nrf2 protein-protein interaction | Q14145 | Keap1 Kelch-Nrf2 peptide fluorescence polarization, 1536-well | inhibition, % at 9.4 µM | 340,000 compounds, 0.15% hits; in the data active = inhibition above about 12%;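 also: human Keap1 Kelch domain with fluorescein labeled Nrf2 9mer peptide probe; 0% = neutral control wells and 100% = peptide positive control; higher means more block of Keap1 binding to Nrf2 peptide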
# Target sequence (Q14145 whole entry, looked up, the tested form may be a part): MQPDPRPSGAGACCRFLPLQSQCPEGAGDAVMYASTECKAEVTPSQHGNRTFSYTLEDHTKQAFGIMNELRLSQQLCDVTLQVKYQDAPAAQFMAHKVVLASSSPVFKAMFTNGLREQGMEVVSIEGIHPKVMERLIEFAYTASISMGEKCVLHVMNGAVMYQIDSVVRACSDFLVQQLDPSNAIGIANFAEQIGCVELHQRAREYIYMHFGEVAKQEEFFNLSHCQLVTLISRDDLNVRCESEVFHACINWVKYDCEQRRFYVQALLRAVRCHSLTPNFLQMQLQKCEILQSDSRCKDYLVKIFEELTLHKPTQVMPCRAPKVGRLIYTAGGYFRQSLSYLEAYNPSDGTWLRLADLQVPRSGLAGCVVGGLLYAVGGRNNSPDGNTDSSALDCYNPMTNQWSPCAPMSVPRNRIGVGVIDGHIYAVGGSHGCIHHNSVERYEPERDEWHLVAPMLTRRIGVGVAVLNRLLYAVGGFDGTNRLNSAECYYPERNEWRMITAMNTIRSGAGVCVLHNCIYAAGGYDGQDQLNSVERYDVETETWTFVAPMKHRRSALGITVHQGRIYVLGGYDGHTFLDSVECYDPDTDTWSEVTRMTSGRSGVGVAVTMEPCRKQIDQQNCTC
# Cardiac RTF inh = cardiac RTF calcium desensitization. P19429+P45379. inhibition, % at 7.15 µM. IANBD-labeled cardiac RTF, Ca2+ fluorescence. 340,000 compounds, 0.12% hits;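 active = inhibition above the mean inhibition of all tested compounds plus 3 SD, cut at about 17% in these data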;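 also: assay run at fixed EC70 calcium of 1.6 mM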
# DSG3 Ab inh = inhibitors of pemphigus antibody binding to human desmoglein-3; binding (percent of control), % at 10 µM; 310,000 compounds, 0.48% hits; DSG3-coupled beads, scFv-anti-DSG3-GFP binding, flow cytometry; hits give low values;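 active = binding more than 3 SD below its plate's average and above zero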;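 also: hits lower antibody fragment binding to DSG3; some compounds called inactive have numbers as strong as hits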
# CAL PDZ FP-1 = blocks peptide binding to the human CAL PDZ domain | inhibition, % at 24.9 µM | purified CAL PDZ, TMR-peptide fluorescence polarization, 1 h | AID 602252 | 300,000 compounds, 0.92% hits;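 active = mean inhibition of at least 30% with at least half of replicates also reaching 30%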;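 also: 0% = DMSO neutral control and 100% = excess unlabeled competitor peptide PRC23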
# LANA DNA inh = inhibitors of KSHV LANA C-terminal domain DNA binding | MBP-C-LANA/FAM-LBS DNA binding, fluorescence polarization | inhibition, % at 9 µM | 340,000 compounds, 0.078% hits | AID 504423;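 active = highest replicate inhibition at or above 60% at 9 µM, even if other replicates fall short; inactive = all replicates below 60% inhibition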;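 also: 0% = neutral control wells and 100% = 4 µM acridine orange control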
# DAGLB inhibitor = blocks human DAGLB lipase activity. AID 504411. Q8NCG7. 340,000 compounds, 0.059% hits. HEK293T DAGLB membrane lysate, EnzChek fluorogenic substrate. inhibition, % at 5.17 µM; in the data active = inhibition above about 34%;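 also: 0% = enzyme with vehicle and 100% = wells lacking enzyme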
# NSD2 HMT inh = NSD2 (human) methyltransferase inhibition. NSD2 peptide methylation, AlphaScreen, 120 min. O96028. 310,000 compounds, 0.54% hits. AID 743445. inhibition, % at 12.5 µM; in the data active = inhibition above about 50%
# CAL PDZ FP-2 = blocks peptide binding to human CAL PDZ domain | purified CAL PDZ, TMR-peptide fluorescence polarization, 1 h | inhibition, % at 20 µM | 330,000 compounds, 0.02% hits | AID 504414;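 active = highest replicate inhibition of at least 40%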;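 also: plate controls were DMSO neutral control wells for no effect and unlabeled competitor peptide control wells for full effect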
#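 material = purified tagged CAL PDZ domain construct (CerCALP) | buffer or medium = sodium phosphate/NaCl buffer pH 7.4 with TCEP, IgG, Thesit | reagent = TMR-labelled reporter peptide T*-PRC34 bound in PDZ groove | incubation = 1 h room-temperature incubation prior to read | measured by = fluorescence polarization (mP) | evaluation = percent inhibition from loss of millipolarization | control set = unlabelled peptide and DMSO controls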
# Arr AP2 block = inhibitors of human beta-arrestin and AP2 interaction; FITC-arrestin peptide / GST-AP2 beads, flow cytometry; AP2 beta2 appendage carries R879A mutation; inhibition, % at 10 µM; 340,000 compounds, 0.31% hits;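 active = inhibition above a set limit, near 3 SD of compounds lacking own fluorescence, cut at about 54% in these data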;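 also: plate controls were DMSO wells for no effect and 5 µM unlabelled arrestin peptide for full effect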
#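 System: GST-AP2 R879A glutathione beads. Medium: PBS with 0.05% Tween 20 and 0.1% BSA. Also added: FITC-arrestin peptide, 50 nM. Incubation: 12 min plus 1 h, RT. Measured by: high-throughput flow cytometry of beads, ex 488, em 535 nm. Evaluation: percent drop in bead-associated FITC signal.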
# V-ATPase pHluor = regulators of yeast V-ATPase proton transport | S. cerevisiae, pHLuorin cytosolic pH fluorescence | response, % at 10 µM | 350,000 compounds, 0.37% hits | AID 504577; in the data active = response mostly above about 7.3%, no sharp cut-off; inactive = mostly below about 5.4%; also: actives read high; inactives centre near 0; some compounds called inactive have numbers as strong as hits
# Starred values were filed as active, the others as inactive; nt = not tested or not shown. Not all compounds are listed; rates above refer to the full screens.
SMILES,Keap1-Nrf2 PPI,Cardiac RTF inh,DSG3 Ab inh,CAL PDZ FP-1,LANA DNA inh,DAGLB inhibitor,NSD2 HMT inh,CAL PDZ FP-2,Arr AP2 block,V-ATPase pHluor
CC1CCN(Cc2c(C(=O)N/N=C/c3ccccc3O)nnn2-c2nonc2N)CC1,-3,-6,105,-3,-0.5,13,-4,-0.9,-9,-2
Cc1cc2nc(CS)[nH]c2cc1C,-1,-9,99,nt,-1.3,3,-4,-5.8,30,2
C#Cc1cccc(NC(=O)C2CCN(C(C)=O)CC2)c1,-2,4,106,-6,0.9,-1,-3,-0.7,15,0
O=C(c1ccc(S(=O)(=O)Cc2ccccc2Cl)c([N+](=O)[O-])c1)N1CCOCC1,3,-5,99,-2,1.6,1,3,-1.7,-1,-1
CSc1ccc(/C=C(/NC(=O)c2ccco2)C(=O)NCc2ccco2)cc1,-4,-2,111,0,-0.1,-2,1,-1.5,27,0
CCOc1ccc(NCc2ccccc2OCc2cccc(F)c2)cc1,-1,2,103,4,1.2,-2,1,-1.7,2,-1
c1ccc(CCn2nnnc2CN2CCc3ccccc32)cc1,1,-4,103,nt,0.6,0,1,-1.2,8,2
Cc1cc(=O)oc2cc(OCC(=O)N3CCN(C(=O)c4ccco4)CC3)ccc12,-1,-9,100,-4,0.1,0,-4,-0.2,-2,-3
Cc1ccc(-n2c(SCC(=O)Nc3cc(C)on3)nc3ccccc3c2=O)cc1,-3,-6,96,2,0.0,0,0,nt,-2,5
CN(Cc1ccccc1)C(=C(Cl)Cl)/C(=C1/NCCN1C)[N+](=O)[O-],-3,-3,76,nt,0.2,-3,21,-1.0,-1,1
CCc1cc2c(SCC(=O)c3ccccc3)ncnc2s1,3,-7,101,-5,-1.3,-6,1,-1.1,10,4
COCCNC(=S)NC1CC2CCC(C1)N2Cc1ccccc1 (centres undefined),-1,-26,102,-2,1.2,0,nt,nt,-1,5
COc1ccc(C(=O)CSc2nc3[nH]ncc3c(=O)[nH]2)cc1,4,-22,82,3,1.4,-2,1,-1.8,6,-2
O=C(Nc1ccccc1)NC1(C(=O)N2CCN(c3ncccn3)CC2)CCCCC1,0,-8,95,3,0.2,-2,-1,nt,6,16*
COC(=O)c1ccc(OCC(=O)Nc2ccccc2C(=O)NC2CC2)cc1,-7,-1,107,nt,0.6,0,1,0.0,-13,0
CC(C)(C=O)Cc1cc(C(C)(C)C)c(O)c(C(C)(C)C)c1,0,-2,120,-5,0.6,-7,nt,-0.8,10,-7
C/[N+]([O-])=C\C1C(=O)CC(C)(C)CC1=O,-6,7,100,2,-1.6,0,-8,-0.5,22,2
COc1ccc(CCN2CCCC(CN(C)C(=O)c3cc(C)oc3C)C2)cc1 (centres undefined),-7,-9,121,2,-0.6,0,1,-2.3,-15,-3
Cc1[nH]c2ccccc2c1C(=O)COC(=O)c1ccc[n+]([O-])c1,-2,0,90,-2,0.4,2,-1,-2.1,36,0
O=C1CC(c2ccc(O)cc2)Oc2ccccc21 (centres undefined),-7,-2,nt,7,1.3,-3,-1,-3.3,0,0
Cc1ccc(/C=C/C(=O)NCCc2ccccc2)o1,-8,-5,103,-3,2.3,0,2,-0.2,33,1
Cc1c(OC(C(=O)O)c2ccccc2)ccc2c1oc(=O)c1ccccc12 (centres undefined),-3,-5,100,-3,-2.4,3,-1,-3.3,5,4
COCCNC(=O)CN1C(=O)COc2ccc(S(=O)(=O)N3CC(C)CC(C)C3)cc21 (centres undefined),-3,-3,114,1,-2.9,1,nt,-1.0,8,-2
O=C(Nc1nc(-c2ccccc2)cs1)c1ccco1,2,3,112,nt,-1.7,-1,2,-1.5,-6,3
O=C(c1ccco1)N1CCN(S(=O)(=O)c2ccc(S(=O)(=O)NC3CCCCC3)cc2)CC1,-1,1,101,-2,-0.3,0,4,0.0,6,2

# Quoted from above (2 entries):
SMILES,Keap1-Nrf2 PPI,Cardiac RTF inh,DSG3 Ab inh,CAL PDZ FP-1,LANA DNA inh,DAGLB inhibitor,NSD2 HMT inh,CAL PDZ FP-2,Arr AP2 block,V-ATPase pHluor
O=C(Nc1nc(-c2ccccc2)cs1)c1ccco1,2,3,112,nt,-1.7,-1,2,-1.5,-6,3
O=C(c1ccco1)N1CCN(S(=O)(=O)c2ccc(S(=O)(=O)NC3CCCCC3)cc2)CC1,-1,1,101,-2,-0.3,0,4,0.0,6,2

# Following part
SMILES,Keap1-Nrf2 PPI,Cardiac RTF inh,DSG3 Ab inh,CAL PDZ FP-1,LANA DNA inh,DAGLB inhibitor,NSD2 HMT inh,CAL PDZ FP-2,Arr AP2 block,V-ATPase pHluor
NNC(=O)c1cc(-c2ccc(N)cc2)nc2ccc(Br)cc12,nt,nt,111,nt,nt,nt,-2,nt,3,-6
O=c1nccc(NCc2ccco2)[nH]1,-3,-1,105,-6,-0.6,1,-3,-1.2,0,4
O=C(NNc1cccc(Cl)n1)c1cccnc1Cl,-3,-5,106,-2,1.2,2,-1,-2.2,6,0
O=[N+]([O-])c1cc2c(c([N+](=O)[O-])c1)Nc1ccccc1O2,nt,nt,104,nt,nt,26,7,nt,nt,0
Cc1cc(C)c2c(-c3ccc(F)cc3)c(C#N)c(=O)n(C)c2n1,1,4,104,-4,-1.1,-2,-4,-3.2,-16,0
O=C(c1ccc(F)cc1)N1CCC(C(=O)N2CCCc3ccccc32)CC1,nt,nt,99,nt,nt,2,8,nt,nt,0
Cc1[nH]c2ccccc2c1/C=C/c1nc2ccccc2c(=O)n1CCO,4,-3,102,-2,-14,3,3,-6.4,-13,7
O=C(CNS(=O)(=O)c1ccccc1F)NNC(=O)c1ccc(Br)cc1,nt,-10,105,1,nt,6,16,-1.7,7,-1
Cc1ccc(S(=O)(=O)Oc2ccccc2/C=N/N=C(N)N)cc1,2,-3,102,7,-0.9,-1,nt,-2.3,-2,2
COc1ccc([C@@H]2[C@@H]3C(=O)N(C(C)(C)C)C(=O)[C@@H]3[C@]3(C)C(=O)N(c4cccc(Br)c4)C(=O)N23)cc1,-3,-3,99,-2,-1.7,2,nt,0.4,30,-2
S=c1[nH]nc(C2CCCCC2)n1Cc1ccccc1,-4,10,114,-4,3.2,2,-5,-0.6,7,0
Cc1ccc(CNC(=O)CN2C(=O)c3ccccc3S2(=O)=O)cc1,-3,11,107,3,-1.5,-3,2,-1.8,7,2
COc1ccc2c(c1)oc(=O)c1cc(OC)ccc12,0,2,103,-5,0.0,-5,nt,-1.0,8,0
CCN(CC(=O)Nc1ccc(NC(C)=O)cc1)C(=O)CCN1C(=O)c2cccc([N+](=O)[O-])c2C1=O,0,-9,99,-2,-2.4,1,2,-2.4,64*,-2
COc1cc(OC)c(N(C)S(=O)(=O)c2cccc(C(=O)OCC(=O)c3c[nH]c4ccccc34)c2)cc1Cl,-2,-3,106,-5,-0.8,2,12,-0.2,-11,2
O=C(O)c1cccc(S(=O)(=O)N2CCCC(c3nc4c(nnn4Cc4ccc(F)cc4)c(=O)[nH]3)C2)c1 (centres undefined),-5,-19,110,-3,-1.1,1,7,-4.9,11,-2
CCn1c(C)c(C)c2cc(C(=O)NCCCN3CCCCC3C)ccc21 (centres undefined),-2,3,137,nt,0.7,2,13,-0.2,8,1
CCOC(=O)c1sc(NC(=S)NC(=O)c2ccccc2)c(C(=O)OCC)c1C,-3,-4,98,-3,0.2,0,-1,-0.8,3,1
COc1ccc(S(=O)(=O)Nc2ccc(-n3cnnn3)cc2)cc1Br,1,-14,100,1,-0.7,1,-3,-1.1,8,1
Cc1nc(Nc2ccc(Cl)c(Cl)c2)sc1C(=O)Nc1ccccc1,0,17,102,8,0.2,1,1,-1.0,1,0
O=C1c2ccccc2C(=O)N1CCCn1ccnc1,1,-4,91*,0,0.8,-2,-1,-0.3,32,0
COc1ccc(-n2cc(-c3ccc(OC)c(OC)c3)[nH]c2=S)cc1,0,-6,95,-4,-0.2,0,14,-1.3,24,-2
Cc1ccccc1OCCn1c(=S)[nH]c2c(N)ncnc21,-4,-12,109,-2,0.7,1,-2,-0.7,5,4
Cc1ccc(NC(=O)N2CCC(NC(=O)c3ccccc3C)CC2)cc1,-3,-2,nt,nt,-0.5,1,-1,-3.0,0,0
C=CCN1C(=O)C(Cc2ccccc2Cl)SC1=Nc1ccc(C(=O)O)cc1 (centres undefined),-1,-10,100,-5,-2.2,2,-9,-3.0,5,5
COC(C(=O)N/N=C(\C)CC(=O)Nc1ccc(N(C)C)cc1)c1ccccc1 (centres undefined),1,-7,101,-3,-0.7,2,3,-0.9,-6,-1
O=c1[nH]c(/C(Cl)=C/c2c(F)cccc2Cl)nc2cc(Cl)ccc12,2,10,110,1,4.2,-3,-3,-0.3,1,2
CCOC(=O)C1CCN(CC(=O)c2c(C)[nH]c3cc(C)ccc23)CC1,2,-11,nt,-3,0.5,0,2,0.4,0,11
CCCCNc1nc2ccccc2n1CC(=O)Nc1c(C)cccc1CC,-5,-5,107,-3,0.4,-2,-2,0.3,5,-3

# Arranged by value in DSG3 Ab inh (rising): some entries from above
canonical_smiles	Keap1-Nrf2 PPI	DSG3 Ab inh	CAL PDZ FP-1	LANA DNA inh	DAGLB inhibitor	NSD2 HMT inh	CAL PDZ FP-2	Arr AP2 block	V-ATPase pHluor
O=C1c2ccccc2C(=O)N1CCCn1ccnc1	1	91*	0	0.8	-2	-1	-0.3	32	0
CCN(CC(=O)Nc1ccc(NC(C)=O)cc1)C(=O)CCN1C(=O)c2cccc([N+](=O)[O-])c2C1=O	0	99	-2	-2.4	1	2	-2.4	64*	-2
Cc1ccccc1OCCn1c(=S)[nH]c2c(N)ncnc21	-4	109	-2	0.7	1	-2	-0.7	5	4

# Exported with tabs: part of the list above
SMILES	Keap1-Nrf2 PPI	Cardiac RTF inh	DSG3 Ab inh	CAL PDZ FP-1	LANA DNA inh	DAGLB inhibitor	NSD2 HMT inh	CAL PDZ FP-2	Arr AP2 block	V-ATPase pHluor
Cc1[nH]c2ccccc2c1C(=O)COC(=O)c1ccc[n+]([O-])c1	-2	0	90	-2	0.4	2	-1	-2.1	36	0
O=C(NNc1cccc(Cl)n1)c1cccnc1Cl	-3	-5	106	-2	1.2	2	-1	-2.2	6	0
COc1ccc(S(=O)(=O)Nc2ccc(-n3cnnn3)cc2)cc1Br	1	-14	100	1	-0.7	1	-3	-1.1	8	1
COc1ccc(-n2cc(-c3ccc(OC)c(OC)c3)[nH]c2=S)cc1	0	-6	95	-4	-0.2	0	14	-1.3	24	-2
Cc1cc2nc(CS)[nH]c2cc1C	-1	-9	99	nt	-1.3	3	-4	-5.8	30	2
CCN(CC(=O)Nc1ccc(NC(C)=O)cc1)C(=O)CCN1C(=O)c2cccc([N+](=O)[O-])c2C1=O	0	-9	99	-2	-2.4	1	2	-2.4	64*	-2

# Assay outcomes (PubChem)
